Screening data: PubChem BioAssay, National Center for Advancing Translational Sciences (NCATS)
FEN1 inhibitor = qHTS Assay for the Inhibitors of Human Flap endonuclease 1 (FEN1) | P39748 | Recombinant FEN1 flap cleavage, fluorescence, 15 min | Potency, µM (top dose mostly 114 µM), for the others: at the highest dose activity change, negative = inhibition, usual class: inhibitors | 390,000 compounds, 0.35% hits | AID 588795, 2011; further: nearly all actives have a fitted effect of over 65% in size
Target sequence (P39748 whole entry, looked up): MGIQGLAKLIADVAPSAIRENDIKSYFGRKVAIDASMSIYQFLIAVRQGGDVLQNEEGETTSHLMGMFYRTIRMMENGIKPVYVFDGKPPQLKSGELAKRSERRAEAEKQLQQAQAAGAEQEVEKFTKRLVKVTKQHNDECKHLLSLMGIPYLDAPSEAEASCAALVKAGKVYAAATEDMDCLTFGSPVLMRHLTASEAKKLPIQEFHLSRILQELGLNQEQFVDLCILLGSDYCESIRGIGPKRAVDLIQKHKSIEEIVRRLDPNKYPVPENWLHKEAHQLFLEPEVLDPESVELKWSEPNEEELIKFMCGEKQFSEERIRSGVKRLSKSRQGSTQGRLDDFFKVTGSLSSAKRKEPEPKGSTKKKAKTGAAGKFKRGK
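Concentration–response screening of FEN1 (10 nM): 15 min compound preincubation at room temperature, reaction started with 50 nM substrate and read at 0 and 15 min. Corrected, normalized data were fitted by a four-parameter Hill equation.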
DT40 TDP1 CPT = qHTS for Inhibitors of human tyrosyl-DNA phosphodiesterase 1 (TDP1): qHTS in cells in presence of CPT; chicken DT40 Tdp1-/-;hTDP1 cells + 20 nM CPT, ATP luminescence, 48 h; Potency, µM (top dose mostly 46.2 µM), inactives show at the top dose activity change, negative = growth inhibition, actives largely listed as inhibitors; 420,000 compounds, 12% hits; further: nearly all actives have a fitted effect of over 55% in size
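Cell growth measured by CellTiter-Glo luminescence after a minimum 48 h, 37 C compound exposure with 20 nM CPT in Tdp1-knockout DT40 cells stably expressing hTDP1, seeded 400/well; qHTS titration format.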
KAT2A inh = qHTS Assay for Inhibitors of GCN5L2. Histone acetyltransferase KAT2A (Homo sapiens), Q92830. GCN5L2 HAT assay, ThioGlo1 CoA-SH fluorescence. Potency, µM (top dose mostly 58.9 µM), for inactives: at the top dose activity change, negative = inhibition, usual class: inhibitors. 390,000 compounds, 0.21% hits. AID 504327, 2011
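Titration-based screen in which CoA formation is detected via maleimide probe ThioGlo1 (50uM) turning fluorescent on thiol reaction; substrates H3(1-25) 75uM and acetyl-CoA 70uM, GCN5L2 20nM, 20 min incubation at room temperature.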
Active calls of the source: *; ? = inconclusive; · = no result given; [ ] = another dose, or the depositor's remark. The call rests on the fitted dose curve; in most records, active means well fitted curve in the direction sought with a large enough effect; inconclusive means small, poorly fitted or top-dose-only effect, or another doubt; inactive means no such curve, though single readings can be large; an effect the other way counts as inactive or inconclusive. On the % scale 0 is the no-effect control and ±100 the full control effect; potency means the concentration at half of the fitted maximal effect.

SMILES	FEN1 inhibitor	DT40 TDP1 CPT	KAT2A inh
COc1cc(CCC(=O)NNC(=O)c2cccc(Cl)c2)cc(OC)c1OC	-17%	14%	-1%
O=C(COC(=O)Cc1ccc(Cl)cc1Cl)NC1CC1	2%	14%	-5%
O=C(Nc1ccnn1C1CCN(Cc2cccc(O)c2)CC1)C1CCCC1	-1%	-3%	-5%
O=S(=O)(c1ccc2ccccc2c1)N(CC(O)CN1CCOCC1)c1ccccc1 (stereo not given)	1%	-29%	-3%
CN(C)S(=O)(=O)c1ccc(Cl)c(C(=O)OCC(=O)NNC(=O)c2cccs2)c1	-15%	-4%	1%
COCCn1c(SCC(=O)Nc2cc(C)on2)nnc1-c1c[nH]c2ccccc12	19%	-24%	-2%
CCC(C)c1ccc(NC(=S)Nc2ccc(OC)cc2)cc1 (stereo not given)	-6%	23µM*	3%
O=c1nc(N2CCOCC2)nc(N/N=C/c2ccc3c(c2)OCO3)[nH]1	-1%	0%	-15%
Cc1cccc(CNc2nc(-c3ccoc3)nc3ccccc23)c1	·	?	-9%
CCN(C[C@H]1N[C@@](C)(C(=O)OC)[C@H]2C(=O)N(C)C(=O)[C@@H]12)C(C)=O	-14%	0%	-3%
COc1ccc(C2c3[nH]c4ccccc4c3CCN2Cc2cccn2-c2ncccn2)cc1C (stereo not given)	3%	15µM*	-25%
N/C(CN1CCCC1=O)=N\O	-11%	0%	-6%
CCc1ccccc1NC(=O)CC(C)S(=O)(=O)c1ccc2c(c1)NC(=O)CO2 (stereo not given)	5%	0%	-7%
Cc1ccc(N2CC(C(=O)OCC(=O)Nc3ccccc3C)CC2=O)cc1 (stereo not given)	-4%	2%	2%
CC(C)c1ccc(S(=O)(=O)N2CCN(C(=O)c3ccncc3)CC2)cc1	2%	-28%	1%
Cc1ccc(NC(=O)Nc2nnc(-c3ccncc3)s2)cc1	4%	18µM*	8%
CCOc1ccccc1NC(=O)CCn1ccnc1	5%	?	-2%
CC(C)N1CCN(Cc2ccc(-c3ccccc3Cl)o2)CC1CCO (stereo not given)	18%	?	-5%
O=C(Nc1ccc(Br)cn1)c1ccc(COc2c(F)c(F)cc(F)c2F)o1	13%	-18%	0%
CCN(CC)S(=O)(=O)c1cc(C(=O)OCC(=O)Nc2cccc(S(=O)(=O)N(C)C)c2)ccc1F	-4%	21%	-12%
COc1ccc(OC)c(Nc2ncnc3c2cnn3-c2ccc(C)cc2)c1	-11%	?	15%
COc1cccc(C(=O)NCCS(=O)(=O)N2CCN(C(=O)c3ccco3)CC2)c1	2%	4%	-5%
CCN(C(=O)Cn1nnc2sc(-c3ccccc3)cc2c1=O)c1cccc(C)c1	?	16µM*	-19%
CN(C(=O)c1ccc(NC(=O)Cc2ccc([N+](=O)[O-])cc2)cc1)C1CCCC1	-21%	13µM*	-6%
COCC(=O)N1C[C@H]2CON(C)[C@H]2C[C@H]1c1cccc(-c2ccc(C#N)cc2)c1	7%	-3%	·

As entered above:
KAT2A inh result of `CCN(C[C@H]1N[C@@](C)(C(=O)OC)[C@H]2C(=O)N(C)C(=O)[C@@H]12)C(C)=O` reads -3%
FEN1 inhibitor result of `O=C(COC(=O)Cc1ccc(Cl)cc1Cl)NC1CC1` reads 2%

The results go on.
SMILES	FEN1 inhibitor	DT40 TDP1 CPT	KAT2A inh
CC1(C)c2[nH]c3ccccc3c2C[C@H]2C(=O)N(N)CC(=O)N21	-4%	31%[activator]	?
O=[N+]([O-])c1ccc(COc2ccc(CN3CCCC3)cc2)cc1	11%	16µM*	·
Cc1nc(-c2ccc(S(=O)(=O)Nc3ccc(Cl)c(C(F)(F)F)c3)cc2)co1	-11%	?	-12%
CCc1ccc(N2C(=O)CN(Cc3cccs3)C2=S)cc1	-6%	0%	-2%
C=CCOC(=O)C1=C(C)Nc2nnnn2C1c1cccs1 (stereo not given)	4%	-12%	-16%
Cc1cc(S(=O)(=O)N2CCOCC2)ccc1OCC(=O)Nc1ccc(F)c(Cl)c1	6%	?	-1%
CC(NC(=O)/C(C#N)=C/c1cn(-c2ccccc2)nc1-c1ccc(F)cc1)c1ccccc1 (stereo not given)	-12%	-21%	-6%
CC(C)(C)[C@@H]1COC(=O)[C@H](Cc2ccc(F)cc2)CC/C=C\C[C@H](CC(=O)N(CCO)Cc2ccccc2)C(=O)N1	3%	9.2µM*	2%
FC(F)(F)c1cccc(Oc2cc(C(F)(F)F)nc(-c3ccccn3)n2)c1	-6%	-17%	0%

An excerpt from further up:
SMILES	FEN1 inhibitor	DT40 TDP1 CPT	KAT2A inh
CCc1ccccc1NC(=O)CC(C)S(=O)(=O)c1ccc2c(c1)NC(=O)CO2 (stereo not given)	5%	0%	-7%
Cc1ccc(N2CC(C(=O)OCC(=O)Nc3ccccc3C)CC2=O)cc1 (stereo not given)	-4%	2%	2%
CC(C)c1ccc(S(=O)(=O)N2CCN(C(=O)c3ccncc3)CC2)cc1	2%	-28%	1%
Cc1ccc(NC(=O)Nc2nnc(-c3ccncc3)s2)cc1	4%	18µM*	8%
CCOc1ccccc1NC(=O)CCn1ccnc1	5%	?	-2%
CC(C)N1CCN(Cc2ccc(-c3ccccc3Cl)o2)CC1CCO (stereo not given)	18%	?	-5%
O=C(Nc1ccc(Br)cn1)c1ccc(COc2c(F)c(F)cc(F)c2F)o1	13%	-18%	0%
CCN(CC)S(=O)(=O)c1cc(C(=O)OCC(=O)Nc2cccc(S(=O)(=O)N(C)C)c2)ccc1F	-4%	21%	-12%
COc1ccc(OC)c(Nc2ncnc3c2cnn3-c2ccc(C)cc2)c1	-11%	?	15%
COc1cccc(C(=O)NCCS(=O)(=O)N2CCN(C(=O)c3ccco3)CC2)c1	2%	4%	-5%
CCN(C(=O)Cn1nnc2sc(-c3ccccc3)cc2c1=O)c1cccc(C)c1	?	16µM*	-19%
CN(C(=O)c1ccc(NC(=O)Cc2ccc([N+](=O)[O-])cc2)cc1)C1CCCC1	-21%	13µM*	-6%
COCC(=O)N1C[C@H]2CON(C)[C@H]2C[C@H]1c1cccc(-c2ccc(C#N)cc2)c1	7%	-3%	·
CC1(C)c2[nH]c3ccccc3c2C[C@H]2C(=O)N(N)CC(=O)N21	-4%	31%[activator]	?
O=[N+]([O-])c1ccc(COc2ccc(CN3CCCC3)cc2)cc1	11%	16µM*	·
Cc1nc(-c2ccc(S(=O)(=O)Nc3ccc(Cl)c(C(F)(F)F)c3)cc2)co1	-11%	?	-12%
CCc1ccc(N2C(=O)CN(Cc3cccs3)C2=S)cc1	-6%	0%	-2%
C=CCOC(=O)C1=C(C)Nc2nnnn2C1c1cccs1 (stereo not given)	4%	-12%	-16%
Cc1cc(S(=O)(=O)N2CCOCC2)ccc1OCC(=O)Nc1ccc(F)c(Cl)c1	6%	?	-1%

Not all compounds are listed; count on the stated rates, not on these rows.
